p53null 32C kill = selectivity test: cytotoxicity in p53 null cells, permissive temperature; H1299-neo p53 null cells, ATP luminescence, 24 h, 32C; Potency, µM (doses to about 46.1 µM), for inactives: at the top dose activity change, negative = cytotoxicity, hits mostly cytotoxic; actives 0.62% (n = 55,000); AID 903;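 further: potency means the concentration at half of the fitted maximal effect; 0% = DMSO only and -100% = full killing by 100 µM tamoxifen; nearly all actives have a fitted effect of over 55% in size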
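Luminescent ATP readout gave cell viability of p53-null H1299-neo cells after a 24 h compound exposure at the permissive 32C. Titrations ran up to 46 uM, and AC50s were fitted with the standard Hill equation.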
p53null 39C tox = kills p53 null cells at the nonpermissive temperature. H1299 p53-null (neo) cells, 39C, ATPlite viability, 24 h. Potency, µM (highest dose often 46.1 µM), without a hit: at the highest dose activity, negative = cell killing, usual class: cytotoxic. actives 0.97% (n = 55,000). AID 904;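 further: potency means the concentration at half of the fitted maximal effect; 0% = DMSO only and -100% = full killing by 100 µM tamoxifen; nearly all actives have a fitted effect of over 50% in size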
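Luminescent ATP signal reported cell survival after H1299 lines (neo, p53 null; or p53 A138V) received up to 46 uM compound and 24 hr incubation at 39C.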
FH mod = Identification of activators of human fumarate hydratase by quantitative high-throughput screening. AID 1347055, 2019. FH coupled MDH/diaphorase resazurin fluorescence, 15 min. actives 0.22% (n = 54,000). Potency, µM (titrated, usually from 79.9 µM), without a hit: top-dose activity change, negative = inhibition, hits mostly inhibitors; further: potency means the concentration at half of the fitted maximal effect; on the % scale 0 is the no-effect control and ±100 the full control effect; the screen sought activators but most active calls are inhibition curves; nearly all actives have a fitted effect of over 45% in size
Target sequence (P07954 whole entry, looked up): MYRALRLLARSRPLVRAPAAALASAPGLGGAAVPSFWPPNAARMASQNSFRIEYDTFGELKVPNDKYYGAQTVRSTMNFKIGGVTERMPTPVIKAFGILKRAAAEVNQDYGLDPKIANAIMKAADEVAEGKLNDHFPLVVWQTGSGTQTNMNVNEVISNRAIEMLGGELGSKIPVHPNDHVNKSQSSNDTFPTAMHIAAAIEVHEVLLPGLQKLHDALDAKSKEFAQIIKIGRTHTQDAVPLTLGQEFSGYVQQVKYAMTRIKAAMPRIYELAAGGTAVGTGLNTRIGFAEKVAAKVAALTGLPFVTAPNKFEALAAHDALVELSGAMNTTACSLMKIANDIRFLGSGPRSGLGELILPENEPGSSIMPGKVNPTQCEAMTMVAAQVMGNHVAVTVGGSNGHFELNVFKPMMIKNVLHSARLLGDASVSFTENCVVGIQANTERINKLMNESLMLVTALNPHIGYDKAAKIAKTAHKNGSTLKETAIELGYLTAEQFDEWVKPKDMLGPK
PTAP-TSG101 blk = TSG101-PTAP interaction inhibition, HIV-1 budding; Q99816; Fluorescence polarization, FITC-PTAP peptide/Tsg101, 20 min; Potency, µM (series often up to 115 µM), without a hit: top-dose activity change, negative = inhibition, hits mostly inhibitors; 44,000 tested, under 10 active; further: potency means the concentration at half of the fitted maximal effect; 0% is about no effect
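Fluorescence polarization binding of Tsg101 binding domain (10 uM final) to FITC-labeled PTAP-motif peptide (50 nM final) in HEPES pH 7.5/NaCl/Tween 20/EDTA/TCEP buffer; 20 min at r.t. Actives by curve class, <25 µM, efficacy <60% inhibition.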
B2AR arrestin ag = agonists recruiting beta-arrestin to human beta2-adrenergic receptor. P07550. HTLA Tango cells, beta-arrestin recruitment, luciferase luminescence, 18 h. Potency, µM (top dose mostly 46.1 µM), inactives show top-dose activation, hits mostly activators. 44,000 tested, under 10 active. AID 1347077;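 further: potency means the concentration at half of the fitted maximal effect; 0% = DMSO and full agonism = EC100 isoproterenol or metaproterenol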
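First, Tango cells carrying beta2-AR and beta-arrestin fusions received compound up to 46 microM. After 18 hr at 37 degrees C, luciferase substrate was added for 15 minutes, then luminescence gave %Activity for curve fitting.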
NTMT1 inh = blocks human N-terminal methyltransferase 1 activity; Q9BV86; NTMT1 MTase-Glo SAH luminescence, purified enzyme; Potency, µM (series often up to 114 µM), inactives show at the highest dose activity change, negative = inhibition, hits mostly inhibitors; actives 2.5% (n = 59,000);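 further: potency means the concentration at half of the fitted maximal effect; plate controls were DMSO vehicle for no effect and no enzyme for full effect; nearly all actives have a fitted effect of over 65% in size; many of its hits are not listed in these tables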
Target sequence (Q9BV86 whole entry, looked up): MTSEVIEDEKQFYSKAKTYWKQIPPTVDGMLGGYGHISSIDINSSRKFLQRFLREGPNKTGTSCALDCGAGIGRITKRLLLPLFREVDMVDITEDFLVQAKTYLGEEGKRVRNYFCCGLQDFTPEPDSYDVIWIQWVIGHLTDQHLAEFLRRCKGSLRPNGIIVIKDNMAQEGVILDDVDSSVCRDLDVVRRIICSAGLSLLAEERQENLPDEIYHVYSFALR
GALK inh = inhibits human galactokinase | P51570 | Potency, µM (titrated, usually from 57.5 µM), inactives show top-dose activity, negative = inhibition, hits mostly inhibitors | 44,000 tested, under 10 active | AID 1347072 | recombinant GALK, Kinase-Glo ATP luminescence, 1 h;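 further: plate controls were full GALK reaction for no effect and reaction lacking GALK for full effect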
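5 nM GALK; 35 uM ATP; 100 uM D-galactose; 20 mM HEPES pH 8.0, 5 mM MgCl2, 60 mM NaCl, 1 mM DTT, 0.01% BSA; 1 h RT; Kinase-Glo Plus luminescence.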
Active calls of the source: *; ? = inconclusive; · = no result given; [ ] = another dose, or the depositor's remark. The call rests on the fitted dose curve; in most records, active means well fitted curve in the direction sought with a large enough effect; inconclusive means small, poorly fitted or top-dose-only effect, or another doubt; inactive means no such curve, though single readings can be large; an effect the other way counts as inactive or inconclusive.

SMILES	p53null 32C kill	p53null 39C tox	FH mod	PTAP-TSG101 blk	B2AR arrestin ag	NTMT1 inh	GALK inh
COc1ccc(-c2cn3nc(N4CCCC(C(=O)Nc5cc(C)cc(C)c5)C4)sc3n2)cc1 (stereo unspecified)	-7%	-6%	-9%	-8%	-1%	-3%	1%
Cc1c(Cl)cccc1-n1nc(C)c2c(C(=O)NCc3ccccc3)cc(C3CC3)nc21	12%	-15%	-3%	-1%	0%	-4%	-1%
CC1CN(C(=O)Nc2ccc(C(=O)NCc3cccc(F)c3)cc2)c2ccccc2S1 (stereo unspecified)	3%	0%	-12%	1%	-3%	4%	-4%
COc1ccc(Br)cc1CNC(=O)c1nn(-c2ccc(C)cc2)c(=O)c2c1c1ccccc1n2C	1%	14%	-6%	1%	1%	13%	-1%
CCOC(=O)c1c(C)[nH]c(CCC(=O)Nc2c(Cl)cc(OC)cc2OC)c1C	2%	-1%	-12%	-2%	0%	0%	0%
CCc1ccc(C2c3c(-c4ccccc4O)n[nH]c3C(=O)N2Cc2ccncc2)cc1 (stereo unspecified)	-2%	?	?	-8%	?	8%	0%
CCOc1ccc(S(=O)(=O)c2c[nH]c3ccccc3c2=O)cc1	?	-19%	6%	0%	0%	12%	7%
Cc1ccc(NC(=O)CCN2C(=O)c3ccccc3Sc3ncccc32)cc1	3%	-8%	12%	6%	0%	-21%	0%
CCOC(=O)c1cc(OC(=O)c2cc(OC)cc(OC)c2)n(-c2ccccc2)n1	-3%	-15%	5%	-2%	0%	-3%	3%
Cc1cccc(C(=O)NC2(C(F)(F)F)N=C(c3ccccc3)N(C3CCCCC3)C2=O)c1 (stereo unspecified)	-3%	-3%	-9%	-11%	1%	1%	3%
Cc1ccc(Cl)cc1N1CCN(C(=O)CN2C(=O)COc3ccc(S(=O)(=O)N4CCC(C)CC4)cc32)CC1	4%	-3%	-7%	0%	1%	-5%	-2%
COc1ccccc1NC(=O)Cn1cc(C(=O)c2ccncc2)c(=O)c2cc(C)ccc21	12%	-2%	-10%	-5%	0%	1%	0%
COc1cccc(C(=O)Nc2ccc(C(=O)OCc3cc(=O)n4cc(C)sc4n3)cc2)c1	2%	-17%	-8%	-12%	0%	1%	-4%
COc1cccc(-c2nc(S(=O)(=O)c3ccccc3)c(NCc3ccccc3)o2)c1	12%	23%	-26%	-6%	0%	14%	-14%
COc1ccc(S(=O)(=O)N(CC(=O)Nc2cc(C)ccc2OC)Cc2ccccc2)cc1	-4%	-9%	?	2%	1%	2.5µM*	-2%
Cc1cccc(C(=O)NCC(c2ccc3c(c2)OCO3)N2CCN(c3ccccc3F)CC2)c1 (stereo unspecified)	31%[activator]	22%	-22%	4%	0%	7%	-1%
COc1ccccc1N(CC(=O)NCCSCc1ccccc1Cl)S(C)(=O)=O	10%	8%	2%	-9%	-1%	-5%	0%
CCOC(=O)c1c(NC(C)=O)c2c3c(sc2n1Cc1cccc(Cl)c1)CCCC3	0%	-15%	-6%	1%	0%	-6%	-1%
CCc1ccc(Sc2cc(C(=O)NCCCOC(C)C)c3ccccc3n2)cc1	34%[activator]	9%	-10%	-2%	5%	5%	-1%
COC(=O)c1ccc(NC(=O)CC2Nc3cc(C)c(C)cc3NC2=O)cc1 (stereo unspecified)	-7%	2%	8%	-2%	-2%	29%	0%
CCOc1ccc(N(CC)C(=O)c2cc3c(=O)oc4ccccc4c3s2)cc1	15%	11%	?	-2%	-1%	-12%	3%
CC(C)CC(=O)Nc1ccc(C(=O)OCc2cc(=O)n3nc(C4CCCCC4)sc3n2)cc1	-2%	-9%	-10%	-1%	1%	-1%	-3%
O=C(Nc1ccc(Cl)cc1)c1cc2c(Cl)nc3ccccc3c2s1	6%	-21%	5%	3%	-2%	-12%	-1%
CCOC(=O)c1ccc(CN(Cc2ccc(Cl)cc2Cl)S(=O)(=O)c2ccc(F)c(C)c2)cc1	-6%	-6%	-17%	1%	-1%	-6%	0%
Brc1ccc(-c2csc(-c3nc(-c4ccc(Br)s4)cs3)n2)cc1	11%	-3%	-8%	-1%	0%	?	-5%
COc1ccc(-n2c(SC)nc3sc4c(c3c2=O)CCN(C(C)=O)C4)cc1	1%	1%	-21%	-7%	-1%	-10%	7%
Cc1cc(F)ccc1NC(=O)CS(=O)(=O)c1cccc2nsnc12	-1%	21%	2%	3%	-1%	0%	1%
CCC1Oc2ccc(Cl)cc2N(CC(=O)NCCc2ccc(Cl)cc2)C1=O (stereo unspecified)	-5%	5%	-9%	-2%	-1%	-2%	-5%
COc1ccc(OC)c(-n2nnc3c(sc4nc(C)c(Br)c(C)c43)c2=O)c1	-3%	-5%	-2%	-4%	-3%	7%	3%
CCOCCCn1c(=N)c(S(=O)(=O)c2ccc(Cl)cc2)cc2c(=O)n3cccc(C)c3nc21	-4%	24%	-6%	-1%	-2%	6%	0%
O=C(Cn1c(=O)n(CCCS(=O)(=O)C2CCCCC2)c(=O)c2ccccc21)Nc1ccccc1C(F)(F)F	2%	-10%	-8%	2%	-2%	-1%	-8%
CCSc1ncc(Cl)c(C(=O)N(Cc2ccccc2)Cc2ccco2)n1	27%	26%	-22%	-13%	1%	-7%	1%
Cc1cc(C)cc(NC(=O)Cn2c(=O)n(CC(=O)NCCc3ccccc3)c(=O)c3ccccc32)c1	?	?	3%	-3%	0%	1%	-9%
COc1ccc(OC)c(-n2nnc(-c3nc(-c4cc(OC)c(OC)c(OC)c4)no3)c2C)c1	-14%	-9%	-18%	0%	1%	-10%	1%
CCOc1ccc(-n2nc3ccc(NC(=O)Cc4ccccc4)cc3n2)cc1	-7%	28%	-9%	2%	0%	2%	0%
COc1ccc(CCNC(=O)CN(c2ccccc2)S(=O)(=O)N(C)C)cc1	-2%	-2%	4%	-3%	0%	3%	2%
O=C(CSc1ncc2c(n1)-c1cc(Cl)ccc1N(Cc1ccccc1)S2(=O)=O)NCc1ccccc1	5%	-4%	4%	9%	-1%	5%	0%
Cc1ccc(NC(=O)Cn2nnc(C(=O)NCc3cccs3)c2N)cc1Cl	-1%	-29%	-1%	-5%	0%	-5%	2%
Cc1cccc(Cn2c(=O)n(CCCC(=O)NCc3ccccc3Cl)c(=O)c3ccccc32)c1	-8%	-28%	-2%	1%	0%	-8%	1%
Clc1ccc(-c2csc(=Nc3ccccc3)n2Cc2ccc3c(c2)OCO3)cc1	-21%	1%	-7%	3%	0%	6%	0%
O=C(Nc1ccc2oc(-c3cccc(F)c3)nc2c1)c1ccc2ccccc2c1	-1%	-11%	7%	4%	0%	4%	0%
CCN(CC)C(=O)C1CCCN(c2ncnc3c2c(-c2ccccc2)cn3-c2cccc(C)c2)C1 (stereo unspecified)	22%	-1%	?	-3%	-2%	-4%	-5%
CCOc1ccc(CCNC(=O)c2ccc(Nc3nc4ccccc4n4nnnc34)cc2)cc1OCC	-3%	-9%	-4%	0%	1%	10%	1%
COc1ccc(C2CC(=O)c3c([nH]c(C(=O)OCCOc4ccccc4)c3C)C2)cc1OC (stereo unspecified)	-6%	1%	5%	1%	1%	14%	1%
Cc1ccc(CCNC(=O)CN2C(=O)COc3ccc(S(=O)(=O)N4CCCCC4)cc32)cc1	-3%	-7%	-11%	1%	1%	2%	-8%
COc1ccc(Cl)cc1C(=O)NCC(c1ccc(N(C)C)cc1)N1CCOCC1 (stereo unspecified)	1%	8%	-5%	-6%	-1%	-11%	-1%
CCc1ccc(-n2c(SCc3cccc(F)c3)nc3[nH]ncc3c2=O)cc1	37%[activator]	16%	?	-8%	7%	-1%	-1%
Cc1ccc(-c2nc3scc(CCNS(=O)(=O)c4ccc(F)c(C)c4)n3n2)cc1	1%	20%	-13%	1%	-3%	5%	-2%
CCCC(=O)Nc1ccc2oc(-c3ccc(O)c(Br)c3)nc2c1	-18%	11%	·	-4%	-1%	·	-2%
CCCn1c(SCc2nc(-c3ccccc3OCC)no2)nnc1-c1ccc(Cl)cc1	31%[activator]	17%	-7%	0%	-2%	2%	-1%
NS(=O)(=O)c1ccc(NC(=O)c2csnn2)cc1	-4%	-11%	-2%	1%	-4%	-16%	0%
Cc1ccc(OCc2nc(-c3ccc(C(=O)N4CCN(c5cc(Cl)ccc5C)CC4)cc3)oc2C)cc1	?	4%	-3%	-2%	1%	7%	10%
CCOC(=O)c1nc(NCc2ccc(Cl)cc2)c2c(C)noc2n1	6%	?	-6%	-3%	0%	-5%	-1%
CN(CC(=O)NCc1ccc(Cl)cc1)S(=O)(=O)c1ccc2[nH]c3c(c2c1)CCCC3	1%	-16%	?	-3%	0%	-12%	1%
CCOc1ccc(-c2nonc2NC(=O)c2ccc(C)cc2)cc1OCC	9%	-2%	5%	1%	-2%	9%	2%
CC(=O)c1ccc(NC(=O)c2nc(-c3ccccc3)n(-c3ccccc3)n2)cc1	4%	?	-30%	-11%	-1%	0%	3%
Cc1cc(C)cc(NC(=O)CCS(=O)(=O)c2cccc3nsnc23)c1	2%	12%	-2%	-5%	1%	-3%	0%
COc1ccc(OCC(=O)Nc2nc(-c3ccc(Br)cc3)ns2)cc1	-13%	?	-4%	1%	-4%	12%	4%
CCCOc1ccc(/C=C/C(=O)Nc2sc(C)c(C)c2C(=O)OCC)cc1OC	3%	7%	0%	-5%	0%	79µM*	0%
COc1ccc(Cn2c(CO)cnc2SCC(=O)Nc2ccc3c(c2)OCCO3)cc1	-3%	6%	9%	-6%	0%	17%	3%
CCc1ccc(S(=O)(=O)Nc2cc3c(C(=O)OCc4ccccc4)c(C)oc3c3ccccc23)cc1	7%	11%	·	8%	-1%	·	?
CCc1ccc(CNC(=O)Cn2c(-c3cccs3)cc3cc(F)ccc32)cc1	-11%	-15%	-29%	8%	-2%	0%	6%
Cc1oc2ncn(CC(C)C)c(=O)c2c1C(=O)N1CCN(c2ccc(F)cc2)CC1	4%	?	-5%	-7%	0%	-1%	2%

By substructure, those above containing bromine.
SMILES	p53null 32C kill	p53null 39C tox	FH mod	PTAP-TSG101 blk	B2AR arrestin ag	NTMT1 inh	GALK inh
COc1ccc(Br)cc1CNC(=O)c1nn(-c2ccc(C)cc2)c(=O)c2c1c1ccccc1n2C	1%	14%	-6%	1%	1%	13%	-1%
Brc1ccc(-c2csc(-c3nc(-c4ccc(Br)s4)cs3)n2)cc1	11%	-3%	-8%	-1%	0%	?	-5%
COc1ccc(OC)c(-n2nnc3c(sc4nc(C)c(Br)c(C)c43)c2=O)c1	-3%	-5%	-2%	-4%	-3%	7%	3%
CCCC(=O)Nc1ccc2oc(-c3ccc(O)c(Br)c3)nc2c1	-18%	11%	·	-4%	-1%	·	-2%
COc1ccc(OCC(=O)Nc2nc(-c3ccc(Br)cc3)ns2)cc1	-13%	?	-4%	1%	-4%	12%	4%

Screens (PubChem BioAssay)

A portion of the library; the hit share may differ from the screen's.
